# MEX-5 binding: C. elegans MEX-5 TCR-2 RNA binding activity; MEX-5/FITC-TCR2 RNA binding, fluorescence polarization; stronger effect = lower value; AID 1832; 0.38% of 300,000 active; activity score (negative = inhibition of binding), % at 10 µM;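 active = inhibition past about -25% in most replicates, and total fluorescence under double the plate's negative control median, limit read from the data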;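 note: 0% = DMSO and -100% = 5 µM competing unlabeled TCR2 RNA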
# GLD-1 TGE inh: GLD-1-TGE RNA interaction inhibition (C. elegans) | 0.44% of 320,000 active | inhibition, % at 5.96 µM | AID 2280 | purified GLD-1 + fluorescein TGE RNA, fluorescence polarization;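 active = percent inhibition above a per-plate cutoff, the plate mean of test compounds plus 3 SD, cut at about 30% in these data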;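 note: 0% = DMSO wells with GLD-1 and probe and 100% = wells lacking GLD-1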
# Target sequence (Q17339 whole entry, looked up): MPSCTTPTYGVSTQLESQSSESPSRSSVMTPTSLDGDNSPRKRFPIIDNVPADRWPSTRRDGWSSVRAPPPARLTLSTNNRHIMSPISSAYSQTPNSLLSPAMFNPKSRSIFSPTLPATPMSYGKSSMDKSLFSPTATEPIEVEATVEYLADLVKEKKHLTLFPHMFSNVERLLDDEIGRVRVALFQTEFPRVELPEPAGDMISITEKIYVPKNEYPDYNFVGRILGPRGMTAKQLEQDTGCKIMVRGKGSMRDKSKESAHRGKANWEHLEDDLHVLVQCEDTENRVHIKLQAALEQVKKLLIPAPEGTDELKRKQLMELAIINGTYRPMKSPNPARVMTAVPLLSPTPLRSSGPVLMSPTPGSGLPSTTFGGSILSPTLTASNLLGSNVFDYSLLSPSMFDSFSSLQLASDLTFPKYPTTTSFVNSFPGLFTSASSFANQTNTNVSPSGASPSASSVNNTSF
# GRK2 aptamer HTS: blocks RNA aptamer binding to human GRK2; P25098; bead flow cytometry, FAM-aptamer displacement from GRK2; inhibition of aptamer binding, % at 10 µM; 0.59% of 330,000 active; AID 488847;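 active = inhibition of aptamer binding above 40%, roughly 3 SD of noise, on plates passing a quality check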;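 note: median bead fluorescence of bound FAM aptamer so fluorescent compounds give negative values; no value below 0 was filed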
# CIT2-GFP yeast: modulators of TOR pathway CIT2-GFP in S. cerevisiae; AID 2029; GFP response vs DMSO, % at 10 µM; S. cerevisiae CIT2-GFP strain, flow cytometry, 3 h; 100 means same as DMSO wells; 0.065% of 320,000 active;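 active = GFP response relative to DMSO above a set limit, near the screen mean plus 3 SD, cut at about 150% in these data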;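 note: ratio of well median GFP fluorescence to mean of DMSO wells on the plate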
# Bcl-xL primary: Bcl-xL (human) inhibition; Q07817; AID 2129; inhibition, % at 10.9 µM; 0.7% of 320,000 active; GST-Bcl-xL / FITC-Bim BH3 peptide fluorescence polarization;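 active = inhibition above the mean of all tested compounds plus 3 SD, cutoff set per campaign, cut at about 30% in these data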;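 note: 0% = DMSO wells and 100% = unlabeled Bim-BH3 peptide competitor; inhibitors lower millipolarization by displacing the labeled peptide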
# Target sequence (Q07817 whole entry, looked up): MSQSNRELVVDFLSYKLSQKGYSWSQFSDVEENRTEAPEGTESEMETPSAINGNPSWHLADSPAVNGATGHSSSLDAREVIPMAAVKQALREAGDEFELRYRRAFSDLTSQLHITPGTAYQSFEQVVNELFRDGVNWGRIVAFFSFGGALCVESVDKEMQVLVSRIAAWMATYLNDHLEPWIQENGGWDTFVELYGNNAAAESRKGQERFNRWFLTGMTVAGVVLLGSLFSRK
# MCL1 BIM primary: MCL1-BIM-BH3 interaction inhibition (human); GST-MCL1 / FITC-Bim-BH3 fluorescence polarization; inhibition, % at 10.9 µM; 0.68% of 320,000 active; AID 2057;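 active = inhibition above the mean inhibition of all tested compounds plus 3 SD, set per campaign, cut at about 40% in these data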;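 note: 0% = DMSO wells and 100% = unlabeled Bim-BH3 peptide control; higher means more loss of mP so more displacement of Bim peptide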
# Target sequence (Q07820 whole entry, looked up): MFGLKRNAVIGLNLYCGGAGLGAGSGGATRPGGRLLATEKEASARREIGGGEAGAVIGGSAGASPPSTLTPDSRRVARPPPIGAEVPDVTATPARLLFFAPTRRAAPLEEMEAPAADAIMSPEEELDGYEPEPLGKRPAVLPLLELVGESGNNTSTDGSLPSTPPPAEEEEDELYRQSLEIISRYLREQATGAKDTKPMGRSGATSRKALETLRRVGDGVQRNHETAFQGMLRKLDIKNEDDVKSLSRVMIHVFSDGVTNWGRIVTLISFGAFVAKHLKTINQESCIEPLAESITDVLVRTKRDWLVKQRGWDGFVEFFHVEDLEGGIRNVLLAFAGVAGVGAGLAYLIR
# CR mimetic SO: lowers age-related superoxide in aged yeast cells; S. cerevisiae aged cells, superoxide DHE fluorescence; stronger effect = lower value; superoxide response (% of plate mean), % at 10 µM; 0.18% of 330,000 active; AID 2690;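 active = superoxide response under a set limit, about three screen SD below normal, cut at about 65% in these data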;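 note: yeast aged for seven days with compound at 30 °C before DHE staining; 100% = average MFI of all compound-treated wells on the plate with controls excluded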
# VLA-4 inh: inhibition in a human VLA-4 binding assay; AID 2557; VLA-4 expressing cells, ligand binding flow cytometry; inhibition, % (about 7 µM as worked out from the volumes in the protocol); P13612; 0.2% of 330,000 active; in the data active = inhibition above about 50%
# AGP1-GFP MLPCN: modulators of TOR pathway AGP1-GFP in S. cerevisiae. GFP response vs DMSO, % at 10 µM. 0.02% of 320,000 active. S. cerevisiae AGP1-GFP multiplex flow cytometry, 3 h; GFP as percent of DMSO wells;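 active = GFP response relative to DMSO above a set limit, near screen average plus 3 SD, cut at about 150% in these data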;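 note: median GFP channel fluorescence of the gated AGP1 strain per well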
# Numbers without * were called inactive; nt = no result given; + = active, no number; [ ] = remark or other dose.
entry	SMILES	MEX-5 binding	GLD-1 TGE inh	GRK2 aptamer HTS	CIT2-GFP yeast	Bcl-xL primary
1	COc1ccc(S(=O)(=O)N(C)C[C@H]2Oc3c(NC(=O)NC4CCCCC4)cccc3C(=O)N([C@H](C)CO)C[C@@H]2C)cc1	nt	4	0	nt	nt
2	C=CCNc1oc(/C=C/c2ccccc2)nc1C#N	-1.6	11	2	90	-2
3	COC(=O)CSc1nc2nc(C)cc(C)n2n1	3.3	-11	0	114	6
4	O=C(Cn1nc(-c2cccc(Cl)c2)ccc1=O)Nc1ccccc1Br	-1.6	-2	0	100	6
5	CC(=O)NC12CC3CC(C1)CC(C(=O)N1CCN(S(=O)(=O)c4ccc(C(C)C)cc4)CC1)(C3)C2	1.6	3	1	99	1
6	C/C(CCN1CCc2nc(-c3ccccc3)c(-c3ccccc3)cc2C1)=N\O[C@@H](C)c1cn([C@H](CO)Cc2ccccc2)nn1	2.9	3	0	102	6
7	c1ccc2c(c1)nnn2-c1ncnc2sc3c(c12)CCCC3	0.5	0	1	97	1
8	CC(C)(C)c1ccc(OCCCNCc2ccccc2)cc1	0.8	3	0	91	1

entry	MCL1 BIM primary	CR mimetic SO	VLA-4 inh	AGP1-GFP MLPCN
1	nt	97	12	nt
2	3	85	-7	108
3	8	98	-23	102
4	7	100	9	110
5	-3	79	-5	107
6	8	103	5	85
7	1	86	1	95
8	-4	96	25	97

# The list continues.
entry	SMILES	MEX-5 binding	GLD-1 TGE inh	GRK2 aptamer HTS	CIT2-GFP yeast	Bcl-xL primary
9	COc1ccc(CNC(=O)c2ccc(C)o2)cc1	3.1	3	9	97	-2
10	CC(C)(C)NC(=O)NC(=O)CSc1ncn[nH]1	-0.1	2	3	95	2
11	COc1ccc(Cn2c(=O)[nH]c3cc(C(=O)N4CCN(c5ccccc5)CC4)ccc3c2=O)cc1	1.0	7	2	100	2
12	C=CCOC(=O)/C(=C\c1ccccc1)NC(=O)c1ccc(C)cc1	-1.6	0	1	93	3
13	Cc1cc(C(C)c2ccccc2)c(O)c(CN2CCOCC2)c1C (centres undefined)	-1.0	1	1	nt	4
14	CC(C)(C)NC(=O)COC(=O)c1cc(S(=O)(=O)N2CCCCC2)ccc1N1CCOCC1	-1.0	2	3	98	0
15	Cc1cc(C)nc(SCC(=O)n2c3c(c4ccccc42)CCCC3)n1	0.9	2	0	107	4
16	CC(C)c1cc(-c2cc(-c3ccc(Cl)cc3)on2)nc(NCC2CC2)n1	0.2	2	0	93	6

entry	MCL1 BIM primary	CR mimetic SO	VLA-4 inh	AGP1-GFP MLPCN
9	-4	76	-8	98
10	4	103	-5	100
11	2	100	-3	109
12	4	112	2	98
13	6	91	-1	102
14	-4	87	4	97
15	1	87	13	105
16	8	102	17	86

# (further entries)
entry	SMILES	MEX-5 binding	GLD-1 TGE inh	GRK2 aptamer HTS	CIT2-GFP yeast	Bcl-xL primary
17	COc1ccc2c(c1)c(C(C)=O)c(C)n2C	-0.9	9	1	104	6
18	O=C(COc1cccc2cccnc12)N1CCc2ccccc2C1	-5.0	2	0	103	0
19	O=C(O)c1ccc(Cl)c(NCc2cccs2)c1	0.1	-1	1	92	7
20	COc1cccc(=O)c2c(C)n(-c3ccc(C(=O)O)cc3)c(C)c12	-11	38*	17	113	68*
21	Cc1cccc2cc3c(nc12)-c1ccccc1C3=O	2.6	1	2	102	5
22	Cc1ccc(-c2csc(NNC(=O)c3ccccc3)n2)cc1	0.8	9	0	95	1
23	Cc1ccc(C(=O)/C=C/Nc2ccccn2)cc1	-2.0	5	2	94	-2
24	c1ccc(COc2ccc(OCCCn3cncn3)cc2)cc1	3.0	0	0	88	10

entry	MCL1 BIM primary	CR mimetic SO	VLA-4 inh	AGP1-GFP MLPCN
17	8	105	-2	107
18	6	97	-6	109
19	9	102	-2	92
20	91*	85	5	103
21	4	103	1	98
22	3	105	11	101
23	2	94	-2	100
24	7	95	6	100

# (cont.)
entry	SMILES	MEX-5 binding	GLD-1 TGE inh	GRK2 aptamer HTS	CIT2-GFP yeast	Bcl-xL primary
25	COC(=O)COc1ccc(C)cc1-n1nc2ccccc2n1	-1.3	3	0	100	-1
26	O=C(CN1C(=O)NC2NC(=O)NC21)N/N=C/c1ccccc1O (centres undefined)	0.9	-9	5	89	6
27	Cc1ccccc1-n1c(SCC(=O)c2cc(C)n(C)c2C)nnc1-c1ccncc1	1.8	0	1	92	3
28	Cc1ccc(N(C(=O)c2csnn2)C(C(=O)NC(C)(C)C)c2cccnc2)cc1C (centres undefined)	-2.6	0	2	113	0
29	Cc1ccc(CNC(=O)CSc2ccc(-c3cccs3)nn2)cc1	2.7	3	0	101	5
30	O=C(O)c1cccc(OCc2ccccc2Cl)c1	1.6	0	2	90	4
31	CCOC(CNC(=O)CCc1c(C)nc2ncnn2c1C)OCC	2.9	-2	0	91	2
32	COc1ccc(/C(N)=N/OC(=O)c2ccc(OC)c([N+](=O)[O-])c2)cc1OC	2.7	-3	0	98	6

entry	MCL1 BIM primary	CR mimetic SO	VLA-4 inh	AGP1-GFP MLPCN
25	-3	104	3	99
26	1	91	7	88
27	5	89	-7	96
28	2	86	-4	103
29	-5	102	4	109
30	11	111	-4	95
31	5	114	5	96
32	7	96	11	102

# Additional structures:
entry	SMILES	MEX-5 binding	GLD-1 TGE inh	GRK2 aptamer HTS	CIT2-GFP yeast	Bcl-xL primary
33	COc1ccccc1-n1c(SCC(=O)NC2CCS(=O)(=O)C2)nc2cc([N+](=O)[O-])ccc21 (centres undefined)	-0.1	8	0	96	3
34	Cc1ccc(NC(=O)CC(C)S(=O)(=O)c2ccc3c(c2)NC(=O)CO3)cc1C (centres undefined)	-2.2	-3	0	113	3
35	COc1ccc(-n2cc(-c3ccccc3)c3c(NCCCN4CCOCC4)ncnc32)cc1	0.5	-9	1	105	10
36	COc1cccc(NC(=O)C2CCC(CNC(=O)[C@@H]3Cc4ccccc4CN3)CC2)c1 (some centres undefined)	-0.7	-7	0	96	3
37	O=C(Nc1ncc(Cc2ccccc2)s1)C1CCCO1 (centres undefined)	-0.2	-3	3	92	4
38	N#Cc1ccc(NC(=O)COC(=O)CSc2nnc(-c3ccc(Cl)cc3)o2)cc1	-2.7	-5	6	100	-1
39	Cc1ccc(N(C(=O)CNC(=O)c2ccco2)C(C(=O)NC2CCCC2)c2ccncc2)c(C)c1 (centres undefined)	2.3	4	0	98	1
40	Cc1ccccc1OCc1nc2c3c(ncn2n1)-c1ccccc1CC31CCCC1	-0.9	0	0	107	7

entry	MCL1 BIM primary	CR mimetic SO	VLA-4 inh	AGP1-GFP MLPCN
33	4	102	16	98
34	1	84	1	109
35	6	92	-7	103
36	3	81	8	83
37	1	97	27	101
38	-11	100	26	100
39	0	98	-7	96
40	6	101	-1	101

# Other results follow.
entry	SMILES	MEX-5 binding	GLD-1 TGE inh	GRK2 aptamer HTS	CIT2-GFP yeast	Bcl-xL primary
41	O=C(NCCOc1cccc(Oc2ccccc2)c1)c1cc(-n2cnnc2)ccc1Cl	-0.2	9	3	95	6
42	CCC(C)(C)n1nnnc1C(c1cc2ccc(C)cc2[nH]c1=O)N(Cc1cccnc1)Cc1ccco1 (centres undefined)	0.1	3	2	78	3
43	CCN(CC(=O)Nc1ccc(OC)cc1)C(=O)c1cc(S(=O)(=O)N(C)C)ccc1N1CCCC1	0.2	7	0	100	-2
44	CCCC1NC(=O)NC(C)=C1C(=O)OCC (centres undefined)	0.2	8	0	97	2
45	Cc1cc(C)cc(NC(=O)COc2coc(CN3CCN(c4ccccc4)CC3)cc2=O)c1	-3.0	2	3	98	4
46	O=c1[nH]c2c(s1)C=Nc1ccccc1N2	-72*	144*	0	98	178*
47	Cc1noc(NS(=O)(=O)c2ccc(NC(=O)CSc3nc4ccccc4s3)cc2)c1C	-1.0	6	1	95	12
48	N#Cc1ccc(CO/N=C/c2ccccc2)cc1	1.4	1	0	77[may fluoresce red]	-7

entry	MCL1 BIM primary	CR mimetic SO	VLA-4 inh	AGP1-GFP MLPCN
41	-1	101	9	98
42	7	89	9	82
43	-6	93	5	102
44	-1	106	4	100
45	-1	113	6	109
46	+	89	-9	102
47	10	102	-13	99
48	-4	99	8	81[may fluoresce red]

# (cont.)
entry	SMILES	MEX-5 binding	GLD-1 TGE inh	GRK2 aptamer HTS	CIT2-GFP yeast	Bcl-xL primary
49	O=[N+]([O-])c1cccc2c(N3CCCC3)ccnc12	0.8	-1	0	105	2
50	CCOC(=O)CCn1cc(F)c(=O)[nH]c1=O	-0.6	2	2	99	2
51	N#Cc1c(C#N)c(-c2ccccc2)n(-c2ccccc2)c1N	0.6	1	0	96	6
52	COc1ccc(OCC(=O)NCc2n[nH]c(=O)c3ccccc23)cc1	0.6	2	1	98	5
53	COc1ccccc1CN1C[C@@H]2C[C@@H](c3cccc(C)n3)N3CCC[C@@]23C1=O	-1.3	-1	0	92	5
54	COc1ccc(/C=C(/CC(=O)NCc2ccc(Cl)cc2)c2nc3ccccc3s2)cc1	-2.2	-9	0	104	-1
55	COc1cccc(CNC(=O)c2ccc(NC(=O)C3CCCO3)cc2)c1 (centres undefined)	-1.0	-2	0	103	3
56	CN1C(=O)/C(=C\c2cc(N=Nc3ccccc3)ccc2O)SC1=S	2.5	-1	2	100	13

entry	MCL1 BIM primary	CR mimetic SO	VLA-4 inh	AGP1-GFP MLPCN
49	2	104	16	96
50	-4	86	0	102
51	3	105	4	103
52	-1	92	-2	110
53	9	95	14	103
54	-11	108	20	101
55	2	99	1	nt
56	18	100	-2	98

# (further entries)
entry	SMILES	MEX-5 binding	GLD-1 TGE inh	GRK2 aptamer HTS	CIT2-GFP yeast	Bcl-xL primary
57	Cc1ccc(CNC(=O)C2CC(=O)N(C3CCCC3)C2)cc1 (centres undefined)	nt	3	2	91	7
58	CCc1nnc(NC(=O)c2ccc(S(=O)(=O)N(CC)CC)cc2)s1	-1.0	2	3	113	8
59	CCOc1ccccc1NC(=O)C(OC(=O)c1ccccc1)c1ccccc1 (centres undefined)	1.0	8	1	90	1
60	CCCCn1c(N)c(N(CC(C)C)C(=O)CSc2ccccc2C)c(=O)[nH]c1=O	2.0	3	14	105	-2
61	S=C(N/N=C/c1ccco1)NC1CC2CCC1C2 (centres undefined)	-2.1	-1	2	96	3
62	CCOC(=O)Cn1c(=O)oc2cc(S(=O)(=O)NCCc3ccc(C)cc3)ccc21	-0.8	5	3	95	3
63	O=C(NCCc1ccccc1)C1CCC(Cn2c(=O)c3ccccc3n(Cc3cccnc3)c2=O)CC1 (centres undefined)	-2.1	14	5	100	15

entry	MCL1 BIM primary	CR mimetic SO	VLA-4 inh	AGP1-GFP MLPCN
57	-3	89	-13	97
58	4	111	-1	106
59	2	98	12	96
60	4	109	-5	113
61	0	110	5	92
62	10	98	41	98
63	18	89	5	100
